MITF inh: human MITF inhibition, primary screen. O75030. AlphaScreen MITF homodimerization, bead proximity signal. inhibition, % at 2.6 µM. 650,000 compounds, 0.91% hits; in the data active = inhibition above about 50%;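 also: 0% = vehicle wells with protein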
GPR151 activ: activators of human GPR151. Q8TDV0. activation, % at 11.2 µM. PathHunter beta-arrestin GPR151 cells, luminescence. AID 1508602. 650,000 compounds, 1% hits; in the data active = activation above about 4.9%;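 also: 0% = median of compound wells and 100% = cells with positive control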
TEAD-YAP inh: TEAD-YAP interaction inhibition. 640,000 compounds, 1.4% hits. HEK-TIYL cells, TEAD-Gal4/YAP UAS-luciferase luminescence. inhibition, % at 9.12 µM. AID 1259422; in the data active = inhibition above about 32%;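 also: 0% = median of test compound wells and 100% = reference inhibitor wells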
FBW7 act: activators of human E3 ligase FBW7 | Q969H0 | AlphaScreen FBW7–phospho-cyclin E peptide binding, activator screen | normalized activity (activation), % at 26.1 µM | 650,000 compounds, 0.13% hits; in the data active = normalized activity above about 1.9%;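 also: purified mutant Fbw7 with reduced substrate affinity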
Target sequence (Q969H0 whole entry, looked up): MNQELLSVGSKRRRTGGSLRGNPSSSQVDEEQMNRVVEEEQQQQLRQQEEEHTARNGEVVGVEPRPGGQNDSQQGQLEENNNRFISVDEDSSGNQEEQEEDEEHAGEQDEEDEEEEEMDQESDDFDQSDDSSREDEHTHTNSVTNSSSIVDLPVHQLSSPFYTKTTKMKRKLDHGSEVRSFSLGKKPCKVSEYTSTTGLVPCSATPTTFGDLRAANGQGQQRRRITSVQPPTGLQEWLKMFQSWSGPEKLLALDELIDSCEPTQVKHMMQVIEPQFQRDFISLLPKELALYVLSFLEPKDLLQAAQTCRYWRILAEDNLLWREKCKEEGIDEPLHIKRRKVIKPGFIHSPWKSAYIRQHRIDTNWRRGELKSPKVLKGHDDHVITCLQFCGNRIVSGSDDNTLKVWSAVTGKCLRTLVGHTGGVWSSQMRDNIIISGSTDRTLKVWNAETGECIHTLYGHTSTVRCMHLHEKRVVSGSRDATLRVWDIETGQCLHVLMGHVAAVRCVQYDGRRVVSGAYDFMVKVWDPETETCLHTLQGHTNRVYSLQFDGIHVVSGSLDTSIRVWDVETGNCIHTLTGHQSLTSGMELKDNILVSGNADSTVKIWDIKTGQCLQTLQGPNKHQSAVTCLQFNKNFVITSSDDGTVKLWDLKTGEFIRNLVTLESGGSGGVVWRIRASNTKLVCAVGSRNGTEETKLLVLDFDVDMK
Starred values were filed as active, the others as inactive; & = joins results of further samples. The order is random. Share with any hit: about 3.5%.

SMILES | MITF inh | GPR151 activ | TEAD-YAP inh | FBW7 act
O=C(CC1C(=O)NCCN1Cc1ccc(Cl)c(F)c1)NC1CCCCCC1 (stereo not given) | 1 | -0.1 | -4 | -0.1
CC1(C)Cc2ccccc2-c2nc3n(c(=O)c21)CC(C#N)S3 (stereo not given) | 3 | 0.9 | -1 | -0.2
CC(C)CC(C(=O)O)N1C(=O)/C(=C/c2cccnc2)SC1=S (stereo not given) | -11 | 0.0 | 7 | -0.2
Clc1ccccc1Nc1nc2ccccc2o1 | 5 | -8.2 | -17 | 0.5
CCOc1ccc(CN2CCC(N3CC(C)CC(C)C3)CC2)cc1 (stereo not given) | 36 | -0.3 | -1 | -0.3
S=C1NC2(CCCCCCC2)NN1c1ccccc1 | 0 | 0.0 | -5 | 0.0
O=C(NCc1ccccn1)c1cc(-c2ccncc2)nc2ccccc12 | 2 | 1.1 | 3 | -0.6
CCOC(=O)c1ccc(NS(=O)(=O)c2ccc(OC)c3ccccc23)cc1 | 1 | 1.7 | 11 | 0.0
COc1ccc(NC(=O)CC2C(=O)N(C)C(=S)N2CCc2ccccc2F)cc1 (stereo not given) | 2 | -0.3 | 4 | -0.2
COc1cc(CNS(=O)(=O)c2ccc(CN3C(=O)c4ccccc4C3=O)cc2)cc(OC)c1OC | 5 | -0.3 | 5 | -0.2
O=C(C(O)c1ccc(C(F)(F)F)cc1)N1CCC(Nc2ccc3[nH]ncc3c2)C1 (stereo not given) | 15 | 1.0 | 11 | 0.1
Cc1cc(C)c2c(=O)[nH]c(SCc3ccc([N+](=O)[O-])cc3)nc2n1 | 0 | 2.7 | -24 | 0.0
CCOC(=O)C(C)Sc1nc(-c2cccs2)nc2c1c(=O)n(C)c(=O)n2C (stereo not given) | 11 | -0.3 | -1 | 0.2
CCOc1ccc(Nc2nc(Cl)nc(NCCO)n2)cc1 | 6 | 0.1 | 18 | -0.2
COc1ccc(-n2nc(C(=O)Nc3ccccc3OC)c3ccccc3c2=O)cc1 | 2 | 1.1 | 5 | -0.1
CCOc1cc(C2NC(=O)C(=O)/C2=C(/O)c2cccc(OC)c2)ccc1O (stereo not given) | 1 | 0.4 | 0 | 0.1
CSc1ccc(/C=C2N=C(/C=C/c3ccc(Cl)cc3Cl)OC\2=O)cc1 | 15 | 0.6 | 10 | -0.1
O=C(Nc1cccc(Cl)c1)c1cc([N+](=O)[O-])ccc1NCc1ccco1 | -17 | 0.3 | 3 | 0.0
CCOC(=O)N1CCN(C(=O)CNC(=O)Cn2cnc3sc4c(c3c2=O)CCCC4)CC1 | -6 | 0.1 | 6 | -0.1
CCOC(=O)N/N=C1/c2ccccc2C2(O)NC(=O)NC12O (stereo not given) | 6 | -0.2 | 1 | 0.0
O=C(Nc1ccnc2cc(-c3ccccc3)nn12)c1c(F)cccc1F | 1 | -0.4 | -4 | 1.8
COc1ccc([C@@H]2CC(=O)c3c(O)cc(O[C@@H]4O[C@H](CO)[C@@H](O)[C@H](O)[C@H]4OC4O[C@@H](C)[C@H](O)[C@@H](O)[C@H]4O)cc3O2)cc1O (stereo not given in full) | -10 | -0.6 | 3 | 0.1
CCN(CC)S(=O)(=O)c1ccc(C(=O)NCCC23CC4CC(CC(C4)C2)C3)cc1 | 8 | 0.4 | 10 | 0.1
Cn1c(=O)c2c(nc(Cl)n2Cc2ccc(F)cc2Cl)n(C)c1=O | -15 | -0.1 | 2 | 0.0
COc1ccc(C(=O)CSc2nc3ccccc3[nH]2)c(OC)c1 | 1 | -0.2 | -6 | 0.0
Cc1nc(-c2ccccc2O)n(CCN2CCCCC2)n1 | 38 | 0.2 | -1 | 0.2
COc1ccc(Cc2nnc(SCC(=O)Nc3cc(C)ccc3C)o2)cc1 | 5 | 0.6 | 12 | 0.4
Cc1nc2c(sc(=S)n2Cc2ccccc2)c(=O)[nH]1 | -1 | 1.9 | 14 | 0.1
CN(CCOC(=O)c1ccc2c(c1)OCCO2)Cc1ccccc1 | 19 | 1.9 | -6 | 0.1
Cc1cc(C)nc(SC(C)C(=O)N/N=C/c2ccccc2C(F)(F)F)n1 (stereo not given) | -5 | 1.2 | 5 | 0.0
O=C1CCc2cc(S(=O)(=O)N3CCC(C(=O)NC4CCCCCC4)CC3)ccc2N1 | 1 | 1.1 | -3 | 0.1
Cn1cc(CCCC(=O)NCc2ccc3c(c2)OCO3)c2ccccc21 | -17 | 0.2 | -3 | -0.5
CC1(C)OC2OC(C(=O)N/N=C/c3ccccc3F)C3OC(C)(C)OC3C2O1 (stereo not given) | 1 | -1.3 | 0 | 0.2
COc1ccc(-c2nnc3sc(NC(=O)CC(C)C)nn23)cc1 | 0 | 1.0 | 2 | -0.1
CC(C)Sc1nnc(NCc2ccccc2)s1 | 7 | 0.4 | -44 | 0.4
Cc1cn([C@H]2C=C[C@@H](CO)O2)c(=O)[nH]c1=O | -7&36&-7&-5 | -2.8&-1.9&-2.5&-0.8 | -5&-2 | -0.1&-0.1&-0.1&0.1
O=[N+]([O-])c1ccc2oc(-c3ccccc3)nc2c1 | 12 | -2.0 | -26 | 0.0
O=C(Cn1ncn2cccc2c1=O)NCc1ccccc1Br | 15 | 0.7 | -34 | 0.1
Cc1cccc(OC2CCN(C(=O)c3cc(NC(=O)C(=O)N(C)C)ccc3Cl)CC2)n1 | 11 | -0.1 | 22 | 0.0
O=C(O)c1ccc(NC(=O)C2CC(=O)N(CCc3ccccc3)C(=NCCc3ccccc3)S2)cc1 (stereo not given) | 7 | -0.7 | 5 | 0.4
COc1ccc(Cn2c(C)nc3cc(NC(C)=O)c(C)nc32)cc1 | 8 | -0.6 | 0 | 0.1
N#Cc1ccccc1Sc1ccccc1C(=O)Nc1nccs1 | -5 | -0.1 | 3 | -0.2
C=CCN(c1ccc(C(=O)N2CCCC2)cc1)S(C)(=O)=O | 3 | -1.0 | 4 | 0.0
CC(C)(C)NS(=O)(=O)c1ccc(NC(=O)CCCOc2ccccc2)cc1 | 15 | -0.8 | 2 | 0.4
Nc1cc(C(=O)OCC(=O)NC23CC4CC(CC(C4)C2)C3)ccc1Cl | -5 | -2.0 | -1 | 0.1
CCCCc1ccc(-c2csc(/C(C#N)=C\c3ccccc3Cl)n2)cc1 | 3 | -0.3 | 5 | 0.0
CCOc1cc(C(=O)Nc2c(-c3cccs3)nc3ccccn23)cc(OCC)c1OCC | 5 | -0.4 | 4 | 0.0
CC(=O)c1cccc(NC(=O)Nc2ccc(Cl)cc2)c1 | 7 | -0.5 | -14 | -0.1
COc1ccc(CNC(=O)c2cc3c(=O)n(C)c4ccccc4c3n2C)cc1 | 3 | 0.0 | -4 | 0.0
CCOc1ccc(-n2cc3c(C)nn(-c4ccccc4)c3nc2=O)cc1 | 4 | 0.0 | 17 | 0.0
Continued:
SMILES | MITF inh | GPR151 activ | TEAD-YAP inh | FBW7 act
O=C(/C=C/c1ccccc1)Nc1nnc(SCC(=O)c2ccccc2)s1 | 5 | -2.0 | -1 | 0.3
Cc1ccccc1-n1nc([N+](=O)[O-])c(=NCc2ccc3c(c2)OCO3)n1O | 17 | 1.0 | 9 | -0.3
O=C(NC(=S)Nc1ccc(-c2nc3ccccc3o2)cc1)c1cccc(F)c1 | -14 | -2.0 | -55 | 0.0
COc1cccc(C(=O)N[C@H]2C[C@H]3C(=O)N[C@@H](CO)C(=O)N3C2)c1 | 15 | 0.8 | -8 | 0.2
COc1ccc(/C=C/C(=O)NNC(=O)COc2ccc(C)c(C)c2)cc1 | 16 | -1.9 | 14 | 0.1
CC(C)c1ccc(NC(=O)C2CC3CCCN3C23C(=O)Nc2ccccc23)cc1 (stereo not given) | -2 | 0.5 | -1 | -0.1
CCCNc1ccc2ncc(-c3ccc(O)cc3)n2n1 | -27 | -0.6 | 77* | 0.0
CCOC(=O)c1c(NC(=O)CSc2nc(C)cc(C)n2)sc2c1CCN(C)C2 | -3 | 1.7 | 6 | -0.1
O=C(CSc1ccccn1)Nc1ccc(S(=O)(=O)N2CCOCC2)cc1 | -1 | 0.9 | -1 | 0.1
Cc1ccccc1-n1c(C)cc(/C=C2/C(=N)N3C=CSC3=NC2=O)c1C | -4 | -0.6 | 97* | -0.1
Cc1ccc(C2=Nn3c(nnc3-c3cccc(S(=O)(=O)N(C)C)c3)SC2)cc1C | 18 | -0.1 | -3 | 0.2
Cn1c(=O)c2c(nc(Cl)n2Cc2c(F)cccc2Cl)n(C)c1=O | 2 | 2.0 | 1 | -0.1
COc1ccc(-n2c(SCC(N)=O)nnc2-c2ccc(OC)c(OC)c2)cc1 | 6 | 0.4 | -1 | 0.3
COc1ccc(OCC2c3cc(OC)c(OC)cc3CCN2C(=O)c2ccc([N+](=O)[O-])cc2)cc1 (stereo not given) | -17 | -0.5 | -11 | -0.2
Cc1ccc(/C=C/C(=O)Nc2cccc(Cl)c2C)o1 | 6 | -0.5 | -34 | -0.2
O=c1c2ccccc2nc(SCc2cc(=O)n3ccccc3n2)n1Cc1ccc2c(c1)OCO2 | -2 | 0.4 | 3 | 0.1
COc1ccc(/C=C/C(=O)c2ccc(F)cc2)cc1 | 4 | 0.5 | -36 | 0.0
O=C(/C=C/c1ccccc1)NCC1CCN(C(=O)/C=C/c2ccccc2)CC1 | -3 | -2.2 | -38 | 1.0
O=C(NCCCCNC(=O)c1ccco1)c1ccco1 | 3 | 0.2 | -15 | 0.0
Cc1cccc(CCNC(=O)C2CCC(CNc3c(N4CCCCC4)c(=O)c3=O)CC2)c1 (stereo not given) | 0 | 0.1 | 0 | -0.1
CC1(C)CC2CC(C)(CN2C(=O)Cn2c(=O)oc3ccccc32)C1 (stereo not given) | -3 | 1.6 | 11 | -0.2
CCn1c2ccccc2c2nnc(SC(c3ccccc3)(c3ccccc3)c3ccccc3)nc21 | -2 | 0.3 | 7 | 0.0
Cn1c(=O)oc2cc(S(=O)(=O)N3CCCC(C(=O)NCc4ccccn4)C3)ccc21 (stereo not given) | 5 | -0.6 | -1 | 0.0
O=C(CSc1nc2ccccc2n1Cc1ccccc1)Nc1c[nH]c(=O)[nH]c1=O | 15 | -1.0 | -48 | 0.1
COc1ccc(S(=O)(=O)Nc2cc(C)cc(C)c2)cc1 | 10 | 3.2 | -10 | 0.1
O=C(CCS(=O)(=O)c1cccc2nonc12)N1CCCc2ccccc21 | 2 | -0.4 | -2 | 0.0
Cc1ccc(C)c(NC(=O)CCS(=O)(=O)c2ccc3c(c2)n(C)c(=O)c(=O)n3C)c1 | 3 | 0.6 | 6 | 0.1
C=CCOC(=O)C1=C(C)NC2=C(C(=O)CCC2)C1c1cc(OC)c(OC)cc1[N+](=O)[O-] (stereo not given) | 10 | 1.6 | 32* | -0.6
O=C(Cn1ccccc1=S)c1ccccc1 | 63* | -1.2 | 8 | 0.1
Cc1ccc(C(=O)NNC2=CC(=O)CC(C)(C)C2)cc1 | 5 | -0.4 | -1 | 0.4
CCc1ccc(-c2nc(CSCC(=O)N3CCN(c4ncccn4)CC3)c(C)o2)cc1 | 0 | 0.1 | 9 | -0.2
COC(=O)c1cc2occc2n1Cc1nc(-c2ccc(OC)cc2)oc1C | 5 | 0.1 | -10 | -0.4
C=CCOC(=O)COc1cc2c(C(=O)OCC)c(C)oc2cc1Br | -11 | 0.2 | 2 | -0.1

Screens as filed in PubChem.
